# JMJD2C inh: inhibitors of human GASC-1 (JMJD2C) demethylase | GST-JMJD2C(1-420) H3K9me3 demethylation, DELFIA europium | inhibition, % at 2.35 µM | hit rate 0.069% among 330,000 | Q9H3R0 | AID 2099;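 active = more than half of a compound's replicate wells show inhibition beyond 50%, single wells judged on their own value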;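 also: signal counts dimethyl H3K9 product captured on neutravidin plate; 0% = median of DMSO wells and 100% = 0.3 times that DMSO median; strong numbers were not always called active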
# LAP4-GFP MLPCN: alters LAP4-GFP fluorescence in TOR pathway yeast screen; S. cerevisiae LAP4-GFP multiplex, flow cytometry GFP, 3 h; median GFP as percent of DMSO wells; GFP response vs DMSO, % at 10 µM; hit rate 0.34% among 320,000; AID 2023;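 active = GFP response vs DMSO above a set limit, about the screen mean plus 3 SD, cut at about 150% in these data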
# RPL19A-GFP yeast: modulators of TOR pathway RPL19A-GFP in S. cerevisiae. percent response vs DMSO, % at 10 µM. hit rate 0.3% among 330,000. S. cerevisiae RPL19A-GFP strain, flow cytometry, 3 h; hits give low values;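 active = percent response vs DMSO below 50%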;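 also: median channel GFP fluorescence of the barcoded RPL19A-GFP strain; ratio of sample median GFP to plate DMSO average so 100% = DMSO; lower means less RPL19A-GFP as with rapamycin TOR inhibition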
# AGP1-GFP MLPCN: modulators of TOR pathway AGP1-GFP in S. cerevisiae; S. cerevisiae AGP1-GFP multiplex flow cytometry, 3 h; GFP as percent of DMSO wells; GFP response vs DMSO, % at 10 µM; hit rate 0.02% among 320,000; AID 2066;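 active = GFP response relative to DMSO above a set limit, near screen average plus 3 SD, cut at about 150% in these data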;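 also: median GFP channel fluorescence of the gated AGP1 strain per well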
# CIT2-GFP yeast: modulators of TOR pathway CIT2-GFP in S. cerevisiae; hit rate 0.065% among 320,000; AID 2029; S. cerevisiae CIT2-GFP strain, flow cytometry, 3 h; 100 means same as DMSO wells; GFP response vs DMSO, % at 10 µM;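 active = GFP response relative to DMSO above a set limit, near the screen mean plus 3 SD, cut at about 150% in these data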;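 also: ratio of well median GFP fluorescence to mean of DMSO wells on the plate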
# MEP2-GFP yeast: modulators of TOR pathway MEP2-GFP in S. cerevisiae. S. cerevisiae MEP2-GFP strain, flow cytometry GFP, 3 h; 100% = DMSO control level. GFP response vs DMSO, % at 10 µM. hit rate 0.51% among 330,000. AID 2016;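 active = GFP response versus DMSO above a set limit, roughly screen mean plus 3 SD, cut at about 180% in these data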;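 also: median GFP fluorescence of the barcode-gated MEP2-GFP cells per well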
# VLA-4 inh: inhibition in a human VLA-4 binding assay; AID 2557; VLA-4 expressing cells, ligand binding flow cytometry; inhibition, % (about 7 µM as worked out from the volumes in the protocol); P13612; hit rate 0.2% among 330,000; in the data active = inhibition above about 50%
# Target sequence (P13612 whole entry, looked up): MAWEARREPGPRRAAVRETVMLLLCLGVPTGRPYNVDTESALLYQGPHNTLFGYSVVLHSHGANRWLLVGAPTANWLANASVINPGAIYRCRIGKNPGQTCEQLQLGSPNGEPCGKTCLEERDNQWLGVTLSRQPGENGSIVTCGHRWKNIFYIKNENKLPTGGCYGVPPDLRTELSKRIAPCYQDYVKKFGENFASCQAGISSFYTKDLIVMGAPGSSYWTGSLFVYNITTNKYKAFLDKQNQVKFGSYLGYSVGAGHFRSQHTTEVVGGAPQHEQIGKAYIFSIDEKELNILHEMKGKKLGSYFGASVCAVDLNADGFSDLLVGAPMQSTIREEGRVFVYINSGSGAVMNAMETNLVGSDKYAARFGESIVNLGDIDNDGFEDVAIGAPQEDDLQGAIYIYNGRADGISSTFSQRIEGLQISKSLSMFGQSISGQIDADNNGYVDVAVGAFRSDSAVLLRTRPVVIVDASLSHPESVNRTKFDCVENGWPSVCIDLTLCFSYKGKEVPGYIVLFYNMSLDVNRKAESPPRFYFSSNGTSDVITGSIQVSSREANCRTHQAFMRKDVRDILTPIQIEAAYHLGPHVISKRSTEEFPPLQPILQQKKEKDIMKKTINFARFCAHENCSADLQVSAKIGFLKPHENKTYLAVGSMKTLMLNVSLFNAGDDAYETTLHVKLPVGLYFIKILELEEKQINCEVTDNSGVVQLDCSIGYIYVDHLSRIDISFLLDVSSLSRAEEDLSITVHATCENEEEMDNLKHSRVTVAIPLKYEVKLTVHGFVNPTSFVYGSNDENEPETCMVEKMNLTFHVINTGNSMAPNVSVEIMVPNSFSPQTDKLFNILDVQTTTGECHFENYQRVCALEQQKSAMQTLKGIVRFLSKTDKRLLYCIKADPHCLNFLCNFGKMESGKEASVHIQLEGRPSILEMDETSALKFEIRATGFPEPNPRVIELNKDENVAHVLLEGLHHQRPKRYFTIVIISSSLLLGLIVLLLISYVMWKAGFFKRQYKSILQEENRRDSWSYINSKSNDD
# GRK2 inh: human GRK2 inhibition via aptamer displacement. AID 488847. hit rate 0.59% among 330,000. P25098. inhibition of aptamer binding, % at 10 µM. bead flow cytometry, FAM-aptamer displacement from GRK2;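 active = inhibition of aptamer binding above 40%, roughly 3 SD of noise, on plates passing a quality check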;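 also: median bead fluorescence of bound FAM aptamer so fluorescent compounds give negative values; no value below 0 was filed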
# Active calls of the source: *; . = not tested or not shown; & = joins results of further samples.
JMJD2C inh,LAP4-GFP MLPCN,RPL19A-GFP yeast,structure,AGP1-GFP MLPCN,CIT2-GFP yeast,MEP2-GFP yeast,VLA-4 inh,GRK2 inh
-7.5,100.4,98.3,Cc1ccc(C(=O)OCC(=O)NNC(=O)c2cccs2)c(O)c1,101.2,93.5,100.4,-0.2,0.0
-6.5,100.7,97.0,CCOC(=O)CSc1nc2c(sc(=S)n2CCc2ccccc2)c(=O)n1Cc1ccco1,99.7,97.5,99.8,0.9,0.0
0.9,131.1,86.9,Cc1ccc2nc(C(F)C(F)(F)F)[nH]c2c1 (stereo unspecified),90.5,70.9,91.6,0.4,2.0
0.8,110.2,104.8,CCOc1ccc(CCNC(=O)c2ccc(OCc3c(C)noc3C)cc2)cc1OCC,110.8,106.8,103.2,7.0,1.0
-6.0,106.3,105.1,Cc1c(Cl)cccc1Nc1nc(N)nc(CN2CCCCCC2)n1,110.5,104.6,101.6,-4.4,0.0
0.7,95.1,103.1,Cc1ccc(NC(=O)COC(=O)Cn2ccc(=O)[nH]c2=O)cc1C,92.3,87.6,98.0,16.1,0.0
7.3,103.1,99.8,O=C(N1CCN(Cc2ccc3c(c2)OCO3)CC1)C12CC3CC(CC(C3)C1)C2,101.8,98.1,103.0,5.9,3.0
-4.5,104.0,94.9,COc1ccc(-c2[nH]ncc2CN(C)Cc2ccccn2)c(OC)c1,95.7,104.0,98.7,-4.7,0.0
-1.5,101.9,101.0,CC1CCCN(S(=O)(=O)c2ccc(NC(=O)Cn3nnc(-c4ccccc4F)n3)cc2)C1 (stereo unspecified),99.5,100.5,99.4,19.5,0.0
-18.7,87.7,90.2,COc1ccc(N(C)C(=O)C2CCN(S(=O)(=O)c3cccc4nonc34)CC2)c(OC)c1,89.4,93.0,99.9,-0.6,0.0
3.0,107.5,96.1,Cc1c(/C=C/C(=O)c2ccc(Cl)s2)cnn1C,92.0,85.2,96.7,-2.5,0.0
-42.8,106.4,102.7,Cc1ccccc1C(=O)NC(=S)Nc1ccccc1C(=O)O,103.1,94.2,98.5,6.1,0.0
3.8,103.0,100.1,CSc1ccccc1-c1nnc(-c2ccc(Cl)c(Cl)c2)o1,103.2,98.3,101.7,8.3,0.0
-2.6,108.3,101.4,Cc1cc(Br)cc2c(C(=O)NCC3CCCO3)cc(-c3cccs3)nc12 (stereo unspecified),103.3,97.0,99.5,2.7,1.0
-6.0,102.9,101.2,Cc1nc2nc(-c3ccco3)[nH]n2c(=O)c1Cc1ccccc1,116.9,110.6,107.8,23.7,0.0
47.8,122.2,100.6,c1ccc2oc(-c3ccn[nH]3)cc2c1,105.5,90.5,97.2,9.6,0.0
-5.2,96.5,98.1,CCN(CC)C(=S)NC(=O)Cc1ccccc1,100.1,100.1,98.0,3.8,0.0
2.8,98.1,100.6,COc1ccccc1NC(=O)CNS(=O)(=O)c1ccccc1,98.5,95.5,101.9,-37.7,1.0
6.3,112.7,97.1,N/C(=N\OC(=O)COc1ccc2ccccc2c1Br)c1ccccn1,93.7,89.3,100.9,5.5,2.0
-4.4,98.3,96.8,COc1ccc(NC(=O)C2CC2)cc1NS(=O)(=O)c1ccc(F)cc1,98.7,111.6,97.7,-5.0,3.0

# An excerpt from above with just AGP1-GFP MLPCN, RPL19A-GFP yeast and CIT2-GFP yeast:
SMILES	AGP1-GFP MLPCN	RPL19A-GFP yeast	CIT2-GFP yeast
CCOC(=O)CSc1nc2c(sc(=S)n2CCc2ccccc2)c(=O)n1Cc1ccco1	99.7	97.0	97.5
Cc1ccc2nc(C(F)C(F)(F)F)[nH]c2c1 (stereo unspecified)	90.5	86.9	70.9
CCOc1ccc(CCNC(=O)c2ccc(OCc3c(C)noc3C)cc2)cc1OCC	110.8	104.8	106.8
Cc1c(Cl)cccc1Nc1nc(N)nc(CN2CCCCCC2)n1	110.5	105.1	104.6

# The list goes on.
JMJD2C inh,LAP4-GFP MLPCN,RPL19A-GFP yeast,structure,AGP1-GFP MLPCN,CIT2-GFP yeast,MEP2-GFP yeast,VLA-4 inh,GRK2 inh
9.0,95.8,98.4,COc1cc(-c2nc(-c3ccc(NC(=O)c4ccc5c(c4)OCO5)cc3)no2)cc(OC)c1OC,93.0,89.0,95.9,-7.2,0.0
7.8,170.7*,105.1,O=[N+]([O-])c1ccc(-c2cn3nc(-c4ccccc4)c(-c4ccccc4)nc3n2)cc1,50.4,118.6,260.9*,4.2,42.0*
5.1,107.8,105.9,Cc1ccc(NC(=O)Cn2nnc(C(=O)NCc3cccs3)c2N)cc1Cl,113.1,110.4,105.5,-3.6,0.0
1.5,89.1,99.0,O=C(N/N=C/c1cccc(O)c1)c1ccc(COc2cccc3cccnc23)cc1,98.2,94.7,104.6,47.6,1.0
11.9,83.2,90.9,COc1ccccc1C(=O)NC(=O)COC(=O)Cc1n[nH]c(=O)c2ccccc12,100.3,78.7,84.9,-1.3,0.0
4.0,96.3,95.6,COc1ccccc1-n1c(-c2ccc(NS(C)(=O)=O)cc2)n[nH]c1=S,97.3,95.5,101.8,-1.5,4.0
5.5,91.6,103.4,N#Cc1cnn2ccn(C3OC(CO)C(O)C3O)c12 (stereo unspecified),98.5,108.9,106.8,7.4,1.0
.,96.8,100.1,CCN(CC)CCNC(=O)c1c(C)oc2cc(Br)c(OC)cc12,102.3,93.0,104.3,3.6,0.0
-29.5,109.7,100.4,Cc1c(C(=O)OCC(=O)c2ccc3c(c2)OCCO3)oc2ccccc12,104.3,100.0,106.3,-4.8,0.0
-9.2,98.6,93.2,NC1=NN=C(c2ccc3c(c2)OCCO3)CS1,91.3,98.7,107.1,3.1,7.0
-31.4,97.1,96.6,CC(=O)Nc1ccc(NS(=O)(=O)c2ccc(Cl)s2)cc1,105.1,110.2,96.2,24.3,5.0
1.7,102.1,99.6,Cc1c(C(C)C[C@H](C)O)oc(=O)c2c1Oc1c(C)c(C(C)C[C@H](C)O)oc(=O)c1C2 (stereo partly specified),99.3,103.4,90.7,-8.9,0.0
5.4,97.4,102.0,CCCCN(C(=O)C1CSC2(C)CCC(=O)N12)c1c(N)n(CC(C)C)c(=O)[nH]c1=O (stereo unspecified),102.8,89.7,97.4,5.7,3.0
4.3,93.3,92.8,CCOc1cc(CNc2cccc3ccccc23)cc(Br)c1OCC(=O)NC(C)(C)C,94.1,91.3,90.2,22.9,0.0
2.1,93.6,95.2,CCS(=O)(=O)NCc1cn2ccsc2n1,96.9,106.1,105.0,-7.7,1.0
1.0,95.9,91.9,CNC(=S)N/N=C/c1c(C(=O)OC)cnn1-c1ccc(F)cc1F,88.5,84.1,95.4,11.5,0.0
-4.8,92.5,103.4,CCc1nnc(SCC(=O)Nc2ccc3c(c2)OCO3)n1CC,105.6,108.8,96.3,15.3,3.0
9.7,95.8,94.0,Cc1nc(-c2ccccc2)nc2[nH]c(=O)n(-c3ccccc3)c(=O)c12,90.8,79.9,98.2,-7.5,1.0
9.4&-0.8,96.4,96.1,COc1ccc(N(CC(O)Cn2nnc3ccccc32)S(=O)(=O)c2ccc(C)cc2)cc1 (stereo unspecified),94.3,93.3,95.3,28.3,3.0
1.8,101.2,98.3,COC(=O)c1ccc(NC(=O)C(=O)c2cccn2C)cc1,95.1,93.6,101.7,13.0,0.0
4.4,108.6,98.8,N#Cc1ccc(CN2CCN(C(=O)c3cc(Cl)c4c(c3)OCCO4)CC2)cc1,102.3,94.3,100.5,-8.1,1.0
-27.2,103.5,98.1,Cn1cnnc1SCC(=O)c1ccc(O)c(O)c1,101.8,95.9,110.6,3.0,3.0
-5.3,95.8,103.7,CCOc1ccc(N(C)Cc2cc(=O)oc3ccc(OC)cc23)cc1,96.0,100.5,99.1,-0.9,2.0
-1.5,104.6,93.2,O=C(c1cccc2nc3ccccc3nc12)N1CCOCC1,101.4,95.8,88.2,9.4,2.0
5.7,77.5,84.6,O=C(Cn1cc(C(F)(F)F)cc(Cl)c1=O)NCc1ccc(Cl)cc1,86.9,96.9,82.8,6.5,0.0
1.6,99.6,98.9,Brc1cc(Br)cc(CN2CCSCC2)c1,93.2,94.0,97.7,9.5,.
-0.4,97.5,97.5,O=C(Nc1cccc2nsnc12)c1ccc2c(c1)OCO2,96.4,97.5,97.9,-16.9,0.0
0.9,91.9,94.6,CCCn1c(SCC(=O)NC(C)C)nc2sc3c(c2c1=O)CCC3,92.7,92.2,102.2,0.9,1.0
-0.2,109.2,99.7,COC(=O)CN1C(=O)N/C(=C/c2cc3c(cc2OC)OCO3)C1=O,103.3,100.3,104.6,0.0,2.0
18.7,93.9,90.4,CCC(Sc1nncn1C)C(=O)Nc1nnc(-c2ccc(Cl)cc2)s1 (stereo unspecified),89.2,86.5,91.9,-6.1,1.0
6.3,95.4,103.8,CC(=O)c1cccc(CN2CCCCC2C(=O)Nc2ccc(Oc3ccccc3)nc2)c1 (stereo unspecified),101.1,97.4,96.6,2.9,0.0
-3.6,87.5,87.8,COC(=O)c1ccc2c(=O)n(C3CCCCC3)c(SCC#N)nc2c1,90.2,89.7,96.1,6.6,0.0
2.1,104.5,96.5,CCOC(=O)c1ccc(CNC(=O)C(Cc2c[nH]c3ccccc23)NC(C)=O)o1 (stereo unspecified),105.4,103.0,104.6,2.0,0.0
7.1,100.0,98.8,Cc1ccc(-n2c(Cn3nc(C(F)(F)F)cc3C)n[nH]c2=S)cc1,94.9,98.1,102.8,5.4,1.0
-2.5,93.6,97.9,CCOc1ccc(/C=N/n2c(SC)nnc(C(C)(C)C)c2=O)cc1,100.8,102.7,103.0,6.2,1.0
-6.3,104.2,102.2,Nc1nonc1-n1nnc(C(=O)N/N=C/c2ccccc2)c1CN1CCc2ccccc21,105.7,104.0,105.3,5.2,0.0
-21.6,103.7,105.0,CCCC(=O)OCC(=O)Nc1cc(Cl)ccc1[N+](=O)[O-],104.3,95.1,98.6,-3.0,1.0
2.8,98.0,98.3,CCOCCCn1cnc2c(c1=O)c1nc3ccccc3nc1n2-c1ccccc1,97.3,90.2,98.9,2.8,2.0
-2.8,117.7,100.4,Nc1nc(SCc2ccc(F)cc2)ns1,115.8,107.8,106.6,5.0,4.0
5.8,90.0,101.0,O=C1CC(=O)C(n2cncn2)C(c2c(F)cccc2Cl)C1 (stereo unspecified),99.0,108.8,95.8,5.6,2.0
2.2,99.4,109.6,COc1ccc(-n2c(CCc3ccccc3)n[nH]c2=S)cc1,113.9,95.7,105.3,12.0,4.0
-11.0,93.0,97.9,Cc1nc2sccn2c(=O)c1S(=O)(=O)NCC1CCN(Cc2ccccc2Cl)CC1,97.8,95.7,94.9,1.4,0.0
4.4,98.8,101.5,COc1ccc(C(CC(=O)N2CCCC2)c2c(OC)cc(OC)c3c(-c4ccccc4)cc(=O)oc23)cc1 (stereo unspecified),101.0,99.8,103.7,-3.4,12.0
-6.1,95.9,91.1,O=C(CSc1nnnn1C1CCCCC1)N1CCCC1,104.2,101.8,99.0,-8.3,1.0
-20.5,101.4,104.4,CCOC(=O)C(Cc1c(F)cccc1F)(NC(C)=O)C(=O)OCC,108.4,88.6,103.5,-0.6,0.0
6.7,98.9,98.8,CC12CCC(c3c(C(=O)Nc4nccs4)nn(-c4ccccc4)c31)C2(C)C (stereo unspecified),103.3,105.3,101.1,1.1,3.0
-1.9,100.1,103.9,CCOC(=O)C1(CC2CCCCO2)CCN(C(=O)Nc2ccc(C(=O)OC)cc2)CC1 (stereo unspecified),101.1,101.2,99.8,6.2,2.0
9.4,113.2,100.9,CCOC(=O)c1sc2cc([N+](=O)[O-])cc(SCC(C)C)c2c1N,103.8,99.5,106.1,13.5,0.0
-3.9,108.4,92.0,Cc1cc(C)c(C#N)c(SCc2nc3ccccc3[nH]2)n1,97.3,82.7,95.9,-6.5,0.0

# Assay outcomes from PubChem BioAssay.
